# TRAIL sens C8 – viability loss with TRAIL in NB7+C8 cells, primary screen, TRAIL sensitizer project, cell-based, ATPlite luminescence | AID 624354, 2012 | hit rate 1% among 360,000 | inhibition (viability loss, TRAIL sensitization), % at 10 µM;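 active = compounds causing at least 50% loss of cell viability in the single-dose screen, relative to plate controls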
# Shn3 3UTR inh – reduction of Shn3 3'UTR firefly luciferase signal, primary screen, Schnurri-3 inhibitor project, cell-based, Clone20 osteoblasts, set 2; Clone20 osteoblast Shn3 3'UTR firefly luciferase, 24 h; inhibition, % at 12.5 µM; hit rate 0.52% among 360,000; AID 588674, 2011;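 active = mean inhibition of at least 75% with every replicate also reaching 75%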;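 also: 0% = median of neutral control wells and 100% = pilot-screen positive control compound; some compounds past the cut are filed as inactive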
# TWEAK Fn14 block – inhibitors of TWEAK-Fn14 signaling, primary screen, luciferase reporter cells, uHTS | hit rate 2% among 360,000 | TWEAK-stimulated Fn14 reporter cells, luciferase luminescence, 8 h | inhibition, % at 10 µM; in the data active = inhibition above about 50%
# NR2E3 ag-1 – NR2E3 agonists in two-hybrid cells, primary screen, cell-based, luminescence, CHO-S, Gal4-NCOR/VP16-NR2E3 | inhibition of corepressor binding, % at 3.98 µM | AID 602229, 2012 | Photoreceptor-specific nuclear receptor (Homo sapiens), Q9Y5X4 | luciferase | hit rate 0.35% among 360,000;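 active = inhibition above the mean of all tested compounds plus 3 SD, cut at about 70% in these data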;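 also: 0% = DMSO with NR2E3 transfected cells and 100% = cells lacking NR2E3 construct; higher means lower luciferase signal from less NR2E3 corepressor binding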
# Target sequence (Q9Y5X4 whole entry, looked up, the tested form may be a part): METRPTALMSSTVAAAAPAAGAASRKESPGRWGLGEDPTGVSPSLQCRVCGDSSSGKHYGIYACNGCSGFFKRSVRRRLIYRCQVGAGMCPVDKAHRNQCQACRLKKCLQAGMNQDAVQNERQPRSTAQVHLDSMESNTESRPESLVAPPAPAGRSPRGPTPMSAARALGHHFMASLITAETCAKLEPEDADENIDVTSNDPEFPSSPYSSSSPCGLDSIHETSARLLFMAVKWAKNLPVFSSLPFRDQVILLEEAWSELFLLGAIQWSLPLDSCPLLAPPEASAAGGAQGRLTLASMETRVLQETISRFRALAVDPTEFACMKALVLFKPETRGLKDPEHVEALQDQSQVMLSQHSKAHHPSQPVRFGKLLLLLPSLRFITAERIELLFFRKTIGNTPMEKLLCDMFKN
# HIF-2a block – HIF-2a reporter inhibitors, primary screen, luminescence, 786-0 RCC cells | 786-0 RCC cells HIF-2a reporter, luciferase luminescence, overnight | inhibition, % at 18.8 µM | hit rate 0.72% among 360,000;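 active = inhibition of the luminescence signal of 40% or more relative to plate controls, in a single-dose primary screen at 18.75 µM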
# NR2E3 ag-2 – inhibitors of NR2E3-RetCOR corepressor binding, primary screen, NR2E3 agonist project, biochemical, TR-FRET, GST-NR2E3, biotin-RetCOR; 1536-well; inhibition of corepressor binding, % at 4.78 µM; hit rate 0.12% among 320,000; AID 2300, 2010;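 active = percent inhibition above the cutoff of mean plus 3 SD of all tested compounds, set per screening campaign, cut at about 20% in these data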;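 also: 0% = DMSO wells and 100% = biotin wells as full block of FRET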
#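 System: GST-tagged NR2E3 plus biotinylated RetCOR corepressor; Amount: 1.35 nM GST-tagged NR2E3 final; Dosing: single nominal compound dose of 4.8 µM; Schedule: 5 h incubation at 4 °C; Technique: TR-FRET with europium anti-GST and streptavidin-D2, 340 nm excitation; Controls: biotin wells as high control, 0.6% DMSO wells as low control.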
# TRPM1 prom inh – inhibitors of MITF-dependent TRPM1 promoter reporter, primary screen, cell-based, SK-MEL-5, single point, luciferase | inhibition, % at 12.5 µM | SK-MEL-5 TRPM1 promoter luciferase, 24 h | AID 488899, 2010 | hit rate 0.83% among 330,000;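 active = mean inhibition across replicates of 60% or more, whatever share of single replicates reaches that level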; also: values of inactives mirror those of a sister screen read the other way
# CF NFkB block – inhibitors of PAF-induced NF-kB signaling, primary screen, cell-based, GFP fluorescence, uHTS; KKLEB NF-kB-GFP reporter, GFP fluorescence overnight; inhibition, % at 5 µM; hit rate 0.86% among 360,000; AID 588850, 2011;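 active = at least 50% inhibition at 5 µM, scaled per plate between neutral and stimulator controls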;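 also: PAF is a Pseudomonas aeruginosa culture filtrate used as stimulus; plate controls were PAF-stimulated DMSO wells for no effect and unstimulated DMSO wells for full effect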
# KKLEB cytotox – cytotoxicity in KKLEB CF airway cells, primary screen, cytotoxicity control for CF NF-kB inhibitor project, cell-based, uHTS, fluorescence assay plates. AID 602141, 2011. activity change (cytotoxicity), % at 5 µM. hit rate 0.36% among 360,000. KKLEB CF airway cells viability, ATPlite luminescence, overnight; stronger effect = lower value; cells stimulated with P. aeruginosa culture filtrate;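 active = corrected activity change at or below -50% at 5 µM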
# Peg3 prom inh – Peg3 promoter-driven luciferase inhibitors, primary screen, cell-based, HeLa, luciferase luminescence; HeLa PEG-Prom luciferase reporter, overnight; inhibition, % at 20 µM; hit rate 1.7% among 360,000; AID 588405, 2011;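 active = inhibition of at least 50% at 20 µM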
# TROY NFkB inh – inhibitors of TROY-driven NF-kB signaling, primary screen, Q293 LMP1-TROYcd cells, NF-kB luciferase, uHTS. Q293 LMP1-TROYcd NF-kB luciferase reporter, 4 h. inhibition, % at 10 µM. hit rate 0.98% among 360,000;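 active = compounds whose plate-normalised and pattern-corrected inhibition of the luciferase reporter signal at the single screening dose is 50% or more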
# * hit, by the source's call; . = not tested or not shown. These rows are one share of the data, so the mix of outcomes need not match the whole.
SMILES,TRAIL sens C8,Shn3 3UTR inh,TWEAK Fn14 block,NR2E3 ag-1,HIF-2a block,NR2E3 ag-2,TRPM1 prom inh,CF NFkB block,KKLEB cytotox,Peg3 prom inh,TROY NFkB inh
CC(C)CN(C)Cc1c(C(=O)N2CCc3ccccc3C2)nc2ccc(Cl)cn12,-7,35,1,-10,20,3,13,6,5,19,1
Cc1cnn2c(C3CC3)ccnc12,-9,-13,1,-6,12,6,2,-9,-2,6,7
O=C(O)c1cc([N+](=O)[O-])cc2c1nnn2O,3,-11,-8,-11,7,-6,0,0,-1,-3,11
COC(=O)c1ccc(NC(=O)C23CCC(C)(C(=O)O2)C3(C)C)cc1 (configuration not stated),2,-10,-2,-11,-56,-2,-6,2,4,-27,-17
Cc1nc(C(F)(F)F)c(C(=O)NC(=O)Nc2ccc(OC(F)(F)F)cc2)s1,-2,12,0,-16,5,1,-7,6,-2,1,4
CC[C@]12c3[nH]c4cc(-c5ccco5)ccc4c3CCN1C(=O)[C@@H](CC(=O)NCCCn1ccnc1)C[C@@H]2C(=O)N1CCN(C(=O)c2ccco2)CC1,4,-5,25,2,1,.,0,-5,-2,-1,14
O=C(OCc1cccs1)c1ccccc1NS(=O)(=O)c1ccc2c(c1)OCCO2,-4,10,-1,20,14,1,-1,1,6,15,0
Cc1c(P(=S)(c2ccccc2)c2ccccc2)[n+]2ccccc2n1C/C=C/c1ccccc1,78*,-20,30,-15,-33,.,.,46,-5,83*,36
COc1cc(C(=S)N2CCOCC2)cc(OC)c1OC(=O)c1ccccc1Cl,-14,0,-7,0,7,.,.,-37,-8,13,-3
Cc1ccc(S(=O)(=O)N2CCC(C(=O)Nc3ccc(S(=O)(=O)N4CCCC4)cc3)CC2)cc1,17,19,24,34,8,3,14,13,28,35,10
O=C(NCCn1cc(SCc2ccccc2)c2ccccc21)c1ccccc1F,16,41,28,-8,-49,-1,-4,-9,-11,-9,25
CCc1c(C)nc2cc(-c3ccc(OC)c(OC)c3)nn2c1N1CCC(C)CC1,-1,-1,-14,-15,-19,1,-17,20,-21,-28,-5
Cc1cc2cc(C)c3nnc(SCC(=O)Nc4ccc(S(=O)(=O)N5CCCCC5C)cc4)n3c2cc1C (configuration not stated),-4,4,11,-4,6,-1,-12,-12,5,27,-7
CCCCn1c(-c2csc(CCC)c2)n[nH]c1=S,-1,-26,6,0,-12,2,5,-9,11,0,0
CN1CCCC(OC(=O)c2ccc3c(c2)OCCO3)C1 (configuration not stated),0,-24,-33,1,-61,.,-24,-2,-3,-67,-1
CC(C)CN(C(=O)c1ccc2c(c1)OCCO2)c1c(N)n(Cc2ccccc2)c(=O)[nH]c1=O,-13,1,11,-11,-15,3,9,11,-19,-2,12
CCC(O)C1CCN(Cc2cn(-c3ccc(OC)cc3)nc2-c2cccc(F)c2)CC1 (configuration not stated),0,1,-13,-32,-51,-3,-11,17,-9,-40,-37
COc1cc(NS(=O)(=O)c2ccc(NC(=O)c3ccc([N+](=O)[O-])cc3)cc2)ncn1,-5,-13,-6,-8,8,-2,17,-22,-2,9,7
COc1ccc(OC2CCN(S(=O)(=O)c3ccccc3)CC2)cc1,-3,6,5,14,-59,-1,-5,16,-4,-26,-23
CN(O)/C=N/C(=S)Nc1ccc(Cl)cc1Cl,25,-15,15,-9,-51,3,12,7,-1,-37,-4
COc1cccc([C@@H]2CC=C(C(=O)O)[C@H](c3ccc(Cl)cc3)N2S(=O)(=O)c2ccc(C)cc2)c1,-14,0,23,-15,3,-2,-7,10,5,7,7
C[C@H](CO)N1C[C@H](C)[C@@H](CN(C)S(=O)(=O)c2ccccc2F)Oc2ncc(Br)cc2C1=O,-1,-7,-8,-18,-10,.,.,2,-7,3,-24
Cc1cc(C)n(-c2nnc(C)n2/N=C/c2ccccc2O)n1,0,-30,20,-18,-5,-2,8,14,-4,7,6
CC(C)CCn1c(=O)c2c(nc3n2CCCN3Cc2ccccc2)n(C)c1=O,6,47,21,-45,15,-1,7,9,-21,28,19
Cc1nn(C)c(-c2n[nH]c(=S)n2-c2ccccc2)c1Cl,2,5,-18,-29,-43,7,14,-8,3,-20,-33
O=C(Nc1ccccc1)c1ccccc1OS(=O)(=O)c1ccccc1,9,6,-22,0,2,0,-7,3,-13,6,-23
CCCCn1nnnc1C(c1ccccc1)N1CCN(c2ncccc2C(F)(F)F)CC1 (configuration not stated),7,.,-3,12,22,.,.,.,.,.,-3
CC(C)CC(=O)N1CC=CC[C@@H](c2ccc(Cl)cc2)N(Cc2ccc(Cl)cc2)C(=O)[C@@H]1Cc1ccccc1,28,50,14,-1,12,.,-2,16,-10,9,6
O=C(CCN1C(=O)/C(=C/c2ccc(Cl)cc2)SC1=S)Nc1cccnc1,-2,-18,-9,-29,14,2,-6,18,-11,13,5
COc1ccc(/C=C2/SC(=O)N(CCNC(=O)CC(NC(C)=O)c3ccccc3)C2=O)cc1 (configuration not stated),12,-39,-25,-14,-94,4,-19,5,10,-116,-52
O=C1CN(C(=O)c2ccc(Cl)nc2)c2ccccc2N1,-6,-62,-17,15,13,-1,5,-7,10,6,12
Nc1ccn([C@@H]2O[C@H](CNCC3=CCOc4ccc(O)cc43)[C@@H](O)[C@H]2O)c(=O)n1,1,-2,8,3,2,.,.,19,-10,-5,16
O=C(NCC(F)(F)F)c1ccc2sc([C@@H]3O[C@H](CO)[C@H](O)[C@H](O)[C@H]3O)nc2c1,-8,-20,4,13,13,.,.,2,-2,4,-4
COc1ccc(CCNC(C(=O)Nc2cc(C)cc(C)c2)c2ccccc2)cc1 (configuration not stated),16,73,-16,-1,24,-2,6,-41,0,16,-31
NS(=O)(=O)c1ccc(NC(=S)NC(=O)/C=C/c2cccs2)cc1,0,6,-25,2,13,-1,0,18,-2,5,14
O=C(Cc1ccccc1)c1ccccn1,-17,-4,-21,-18,-6,.,1,-9,11,-8,8
COc1ccccc1NC(=O)C(C)Sc1nnc2ccccn12 (configuration not stated),3,-2,-1,-12,-16,4,0,3,0,-4,-4
CCCOc1ccccc1N/C(=N/c1nc(C)cc(C)n1)NC(=O)Nc1ccc(Cl)cc1,12,59,-10,-3,-6,7,-6,21,-4,0,-20
CCOC(=O)c1snc(-c2ccc(F)cc2)c1N,14,-36,-12,-82,-277,5,-65,-3,-1,-279,-74
O=C1CCCN1CCc1cccc2ccccc12,-6,4,0,-29,-28,.,-8,1,-10,-5,1
CN1CCN(S(=O)(=O)c2cccc(C(=O)NCc3ccccc3Cl)c2)CC1,-2,-26,-10,-29,12,2,1,10,4,3,-6
FC(F)(F)c1nc2ccccc2n1CCNc1nc(CN2CCCCC2)cs1,-2,-6,13,8,-19,1,-6,8,-23,-23,4
O=S(=O)(c1cccc(-c2csc(-c3cccnc3)n2)c1)N1CCOCC1,10,0,-10,8,-1,0,-1,-13,0,-1,-5
COc1cc(S(=O)(=O)N2CCN(Cc3cccs3)CC2)ccc1NC(C)=O,3,-2,-2,-11,-2,1,-6,15,-6,0,-22
CCOc1ccc(NC(=O)CSc2nc3[nH]ncc3c(=O)[nH]2)cc1,-4,-27,0,-38,-3,2,9,10,2,1,-8
Cc1cc(OCC(=O)NC(Cc2c[nH]c3ccc(O)cc23)C(=O)O)c2c(C)c(C)c(=O)oc2c1 (configuration not stated),6,-19,-16,1,-1,0,.,-3,-6,1,-4
COc1ccc(NC(=O)CN(C)C(=O)c2cccc(S(=O)(=O)N3CCCc4ccccc43)c2)cc1,-1,-2,13,33,-19,2,7,-23,0,7,-12
Cc1ccc(C2=Nc3ccccc3NC(C)(c3ccc(C)o3)C2)o1 (configuration not stated),-7,7,5,-101,-157,0,-8,1,1,-145,2

# Among those listed so far, these contain a nitro group on carbon.
SMILES,TRAIL sens C8,Shn3 3UTR inh,TWEAK Fn14 block,NR2E3 ag-1,HIF-2a block,NR2E3 ag-2,TRPM1 prom inh,CF NFkB block,KKLEB cytotox,Peg3 prom inh,TROY NFkB inh
O=C(O)c1cc([N+](=O)[O-])cc2c1nnn2O,3,-11,-8,-11,7,-6,0,0,-1,-3,11
COc1cc(NS(=O)(=O)c2ccc(NC(=O)c3ccc([N+](=O)[O-])cc3)cc2)ncn1,-5,-13,-6,-8,8,-2,17,-22,-2,9,7

# The results go on:
SMILES,TRAIL sens C8,Shn3 3UTR inh,TWEAK Fn14 block,NR2E3 ag-1,HIF-2a block,NR2E3 ag-2,TRPM1 prom inh,CF NFkB block,KKLEB cytotox,Peg3 prom inh,TROY NFkB inh
Cc1cc(C)cc(NC(=S)NC2CC3CCC(C2)N3Cc2ccco2)c1 (configuration not stated),-7,-10,-23,-20,-2,2,12,-2,0,-4,2
CC(CC(=O)Nc1nccs1)c1ccccc1 (configuration not stated),-15,-8,10,-22,-5,-2,-4,-5,7,-12,-1
COC(=O)c1c(NC(=O)COC(=O)CNC(=O)C2CCCCC2)sc(C)c1C,-17,-9,-2,-18,13,5,-1,12,-11,4,7
Cc1ccc(N2CC(=O)N(NC(=O)c3sc4nc(C)cc(C)c4c3N)CC2=O)cc1,2,-12,-18,2,13,-2,-20,8,3,8,-9
C(=C\c1ccccc1)/C=N/Nc1nc(N2CCOCC2)nc(N2CCOCC2)n1,3,-8,-18,-24,9,3,-5,7,0,11,8
Cn1c(N/N=C\c2cccc(O)c2)cc(=O)n(C)c1=O,-8,-10,-5,6,-4,-1,-1,-11,18,-7,-2
CC1=CC(C)(C)NC(=S)N1C(C)c1ccccc1 (configuration not stated),-12,8,6,-7,23,-4,4,18,7,15,14
O=C(Nc1ccc(C(=O)O)cc1)Nc1ccc([N+](=O)[O-])cc1,-13,-6,17,5,12,-3,15,-4,-3,13,12
CC1(C(=O)NS(=O)(=O)c2cccc(OC(F)F)c2)CCN1C(=O)c1ccco1 (configuration not stated),-6,-16,-8,4,8,.,.,-6,17,11,-14
O=C(Nc1nnc(CCS(=O)(=O)c2ccc3ccccc3c2)s1)c1cccs1,-2,-36,-4,-3,15,-4,0,4,8,4,-13
Cc1ccc2nc(N(CCCN(C)C)C(=O)c3ccc(S(=O)(=O)N4CCCCCC4)cc3)sc2c1,12,9,-8,3,1,0,-1,5,-14,34,-26
COc1cc(Cl)c(C)cc1NC(=O)c1ccc(S(C)(=O)=O)cc1,-5,7,-2,11,-18,-1,2,6,6,-77,-3

# Compound activity deposited in PubChem by several laboratories.
